Compound activity: PubChem, National Center for Advancing Translational Sciences (NCATS)
PLK1 PBD inh: blocks phosphopeptide binding to human PLK1 polo-box domain | Plk1 PBD binding of FITC phosphopeptide, fluorescence polarization | Potency, µM, inactives show max response, negative = inhibition, most hits filed as inhibitors | hit rate 2.8% among 360,000; also: potency is read from the fitted curve at half-maximal effect; series mostly up to about 57 µM; % is scaled to controls: 0 for no effect and ±100 for the full control effect; nearly all actives have a fitted effect of over 65% in size
Target sequence (P53350 whole entry, looked up, the tested form may be a part): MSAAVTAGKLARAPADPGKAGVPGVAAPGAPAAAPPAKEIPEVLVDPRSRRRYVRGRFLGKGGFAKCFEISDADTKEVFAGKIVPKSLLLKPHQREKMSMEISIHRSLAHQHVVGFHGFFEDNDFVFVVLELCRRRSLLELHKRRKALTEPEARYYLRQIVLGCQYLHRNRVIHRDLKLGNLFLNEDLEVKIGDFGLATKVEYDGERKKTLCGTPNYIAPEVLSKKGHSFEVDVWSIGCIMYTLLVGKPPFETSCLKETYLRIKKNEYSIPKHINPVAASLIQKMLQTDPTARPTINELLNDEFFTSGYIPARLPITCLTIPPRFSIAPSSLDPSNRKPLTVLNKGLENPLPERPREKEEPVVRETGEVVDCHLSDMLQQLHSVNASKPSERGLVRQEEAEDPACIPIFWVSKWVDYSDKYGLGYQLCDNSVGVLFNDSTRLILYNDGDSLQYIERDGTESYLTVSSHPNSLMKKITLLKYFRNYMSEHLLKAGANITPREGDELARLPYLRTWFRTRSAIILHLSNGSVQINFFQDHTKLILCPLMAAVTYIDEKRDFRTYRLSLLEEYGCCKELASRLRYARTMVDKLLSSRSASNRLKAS
GLP-1R inv ag: acts as inverse agonist at human GLP-1 receptor; hit rate 1.6% among 410,000; P43220; Potency, µM (series often up to 38.3 µM), without a hit: top-dose activity change, negative = inhibition, hits mostly inhibitors; HEK293 GLP-1R CRE-luciferase, luminescence, 24 h; GLP-1R form is constitutively active; also: potency is read from the fitted curve at half-maximal effect; % is scaled to controls: 0 for no effect and ±100 for the full control effect; nearly all actives have a fitted effect of over 55% in size
Target sequence (P43220 whole entry, looked up): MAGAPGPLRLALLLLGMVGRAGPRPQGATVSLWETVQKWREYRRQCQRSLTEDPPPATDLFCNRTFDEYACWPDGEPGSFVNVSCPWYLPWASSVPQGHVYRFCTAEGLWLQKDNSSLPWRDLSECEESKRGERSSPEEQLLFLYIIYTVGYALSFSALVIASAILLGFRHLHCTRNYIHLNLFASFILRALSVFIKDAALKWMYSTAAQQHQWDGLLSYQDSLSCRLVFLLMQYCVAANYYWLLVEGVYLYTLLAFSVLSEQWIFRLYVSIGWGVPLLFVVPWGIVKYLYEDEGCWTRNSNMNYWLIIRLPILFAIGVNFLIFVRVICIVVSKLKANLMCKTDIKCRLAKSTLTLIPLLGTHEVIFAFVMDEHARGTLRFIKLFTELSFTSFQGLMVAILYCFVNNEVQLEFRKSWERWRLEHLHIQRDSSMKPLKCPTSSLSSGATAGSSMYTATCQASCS
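Constitutively active GLP-1R drives a cAMP-responsive luciferase in stably transfected HEK293 cells; test compounds are added after overnight (12 h) attachment and left 24 hr, and signal loss in luminescence marks inhibition.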
HEK293 tox: cytotoxicity counter-screen for GLP-1 receptor inverse agonists. HEK293 cAMP-luciferase reporter cells, luminescence, 24 h. Potency, µM (highest dose often 38.3 µM), without a hit: top-dose activity change, negative = inhibition, most hits filed as inhibitors. hit rate 0.13% among 410,000. AID 624418;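 also: loss of luciferase light is scored as toxicity; potency is read from the fitted curve at half-maximal effect; % is scaled to controls: 0 for no effect and ±100 for the full control effect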
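To flag toxic compounds, the library was rerun on cells for 24 hr at 37 deg C and 5% CO2. Viability-linked luminescence was captured 12 min after adding luciferase detection reagent.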
DRD3 antagonist: blocks the human D3 dopamine receptor; P35462; D3R cells, DiscoveRx beta-arrestin luminescence, antagonist mode; stronger effect = lower value; max response, negative = inhibition, %; hit rate 2.5% among 360,000; AID 652054; in the data active = max response below about -50%; inconclusive = no clear call, values can overlap the other calls; also: % is scaled to controls: 0 for no effect and ±100 for the full control effect; mostly tested at two doses, the higher about 12 µM
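Cells expressing the human receptor were seeded at 1500 cells/well, incubated overnight at 37 degrees C in 5% CO2, then exposed to library compounds with dopamine controls for 90 minutes at 37 degrees C before luminescent detection.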
PI5P4K alpha inh: blocks human PI5P4K alpha kinase activity; max response, %; P48426; PI5P4Kalpha enzyme, ADP-Glo luminescence, 60 min; stronger effect = lower value; hit rate 1.2% among 330,000; active = max response of -50% or lower; inconclusive = between -30% and -50%; inactive = -30% or higher; also: value at the top dose of about 77 µM; % is scaled to controls: 0 for no effect and ±100 for the full control effect
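Enzyme plus substrate dispensed, test compounds pinned in, then ATP (5 microM final) added. After 60 min at RT, ADP-Glo reagent 1 for 45 min and reagent 2 for 30 min preceded luminescence imaging.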
GLP1R ag: agonists of human GLP-1 receptor. P43220. HEK293 GLP-1R CRE-luciferase, luminescence, 4-6 h; cells express a hypersensitive GLP-1R form. Potency, µM (highest dose often 45.6 µM), for inactives: top-dose activation, actives largely listed as activators. hit rate 0.007% among 380,000; also: potency is read from the fitted curve at half-maximal effect; % of control where 0% means no effect
IL-2 act: activators of IL-2 | IL-2 activation reporter assay, cell-based qHTS; stimulated with anti-CD3/CD4/CD28 beads; in transgenic mouse T cells | activation, % (series mostly up to about 46 µM) | hit rate 0.065% among 360,000 | AID 652025; in the data active = activation above about 50%; inconclusive = mostly about 30% to 49%; also: 0% is about no effect
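Unstimulated transgenic mouse T cells, 750 per well, received compound and, after 60 minutes, anti-CD3/anti-CD4 bead plus anti-CD28 stimulation. EGFP and DsRed were quantified after 18 hours.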
D3 ag: agonists of human D3 dopamine receptor; P35462; D3R DiscoveRx beta-arrestin cells, luminescence, 90 min; max activation, %; hit rate 0.58% among 410,000; in the data active = max activation above about 30%; also: 0% is about no effect; mostly tested at two doses, the higher about 12 µM
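Cells at 1500/well, incubated overnight, then treated with pinned compounds (dopamine as control) for 90 min at 37 degrees C. DiscoveRx reagent added for 30 - 60 minutes at room temperature; luminescence read.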
WRN helicase inh: inhibitors of human WRN helicase | WRN helicase unwinding, fluorescent forked duplex, kinetic | Potency, µM (series often up to 114 µM), inactives show at the highest dose activity change, negative = inhibition, usual class: inhibitors | hit rate 0.46% among 360,000; also: potency is read from the fitted curve at half-maximal effect; % is scaled to controls: 0 for no effect and ±100 for the full control effect; nearly all actives have a fitted effect of over 55% in size
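Kinetic red-fluorescence monitoring (525/598 nm) tracks WRN helicase activity after 100 nM fluorophore-quencher forked duplex and 2 mM ATP are added to 20 nM enzyme pretreated 15 min at room temperature with compound.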
* marks the source's active call; other numbers are inactive results; ? = inconclusive; nt = no result given; & = joins results of further samples; [ ] = remark or other dose. Unless noted, calls follow the shape of the dose curve; as a rule, active = well fitted curve in the direction sought with a large enough effect; inconclusive = small, poorly fitted or top-dose-only effect, or another doubt; inactive = no such curve, though single readings can be large; an effect the other way counts as inactive or inconclusive.

#1 CN(C)c1ccc2c(c1[N+](=O)[O-])Cc1ccccc1-2
#2 O=C(NC(=O)c1ccccc1)Nc1ccccc1O
#3 CN(CC(=O)OCC(=O)Nc1ccccc1)S(=O)(=O)c1ccc(Cl)cc1
#4 CCCS(=O)(=O)c1c(S(=O)(=O)CCC)c2c3ccccc3ccn2c1C(N)=O
#5 NNC(=O)c1cc2c(ccc3ccccc32)o1
#6 O=C(NC1CCCCC1)C(c1ccc(O)cc1)N(C(=O)c1cnccn1)c1cccc(F)c1 (stereo unspecified)
#7 Cc1sc2nc(CN(C(=O)c3cccs3)C3CCCC3)[nH]c(=O)c2c1C
#8 Cc1ccc(S(=O)(=O)N2CCN(C(=O)c3ccccc3)CC2)cc1
Compound	1	2	3	4	5	6	7	8
PLK1 PBD inh	-1%	-18%	-6%	1%	-22%	-1%	-5%	3%
GLP-1R inv ag	17%	?	5%	3%	-16%	12%	?	6%
HEK293 tox	-9%	1%	-7%	3%	15%	-19%	?	-5%
DRD3 antagonist	0	-13	11	21	-5	7	-13	25
PI5P4K alpha inh	12	-17	-5	-1	-18	-5	-1	-2
GLP1R ag	2%	-2%	-7%	4%	1%	8%	-4%	-1%
IL-2 act	0.5	0.0	0.1	-0.2	-0.3	-0.4	-0.1	0.2
D3 ag	1	-15	1	1	0	5	-1	0
WRN helicase inh	-7%	-5%	-1%	2%	3%	14%	1%	1%

#9 COc1ccc(S(=O)(=O)N2CCN(C(=O)C3CC(=O)N(c4ccccc4F)C3)CC2)cc1OC (stereo unspecified)
#10 COc1ccc(OC)c(NCc2nnc(-c3ccccc3)o2)c1
#11 Cc1cccnc1NC(=O)c1ccc2nc(N)sc2c1
#12 Cc1cc(C)c2nc(N3CCCC3)c(C#N)cc2c1
#13 CCC(c1c(C)n(C)n(-c2ccccc2)c1=O)c1c(C)n(C)n(-c2ccccc2)c1=O
#14 Cc1cccc(NC(=O)NNC(=O)c2cc3ccccc3cc2O)c1C
#15 COc1ccc(N2CCN(C(=O)COC(=O)CCOc3cc(C)ccc3C)CC2)cc1
#16 CCOC(=O)c1ccc(-c2c(-c3ccc4c(c3)OCO4)noc2-c2ccsc2)cc1F
Compound	9	10	11	12	13	14	15	16
PLK1 PBD inh	-4%	-4%	?	-11%	-4%	-21%	-4%	-8%
GLP-1R inv ag	2%	1%	-9%	3%	-3%	-2%	0%	10%
HEK293 tox	3%	0%	-19%	71%[activator]	-5%	35%[activator]	13%	20%
DRD3 antagonist	4	5	?	19	14	10	-6	10
PI5P4K alpha inh	9	-2	-8	2	nt	13	12	1
GLP1R ag	8%	-3%	0%	3%	-6%	-1%	-1%	7%
IL-2 act	0.3	-1.5	1.4	-1.8	-0.9	-0.3	-3.3	4.0
D3 ag	2	-1	-12	-7	-5	-6	-9	5
WRN helicase inh	-8%	7%	-1%	3%	8%	-17%[11.6 µM]	10%	3%

Reformatted in markdown: part of the list above
| No. | SMILES | PLK1 PBD inh | GLP-1R inv ag | HEK293 tox | DRD3 antagonist | PI5P4K alpha inh | GLP1R ag | IL-2 act | D3 ag | WRN helicase inh |
| --- | --- | --- | --- | --- | --- | --- | --- | --- | --- | --- |
| 10 | COc1ccc(OC)c(NCc2nnc(-c3ccccc3)o2)c1 | -4% | 1% | 0% | 5 | -2 | -3% | -1.5 | -1 | 7% |
| 11 | Cc1cccnc1NC(=O)c1ccc2nc(N)sc2c1 | ? | -9% | -19% | ? | -8 | 0% | 1.4 | -12 | -1% |

The list continues:
#17 Cc1ccc(S(=O)(=O)N(C)Cc2nc(-c3ccccn3)no2)cc1
#18 O=C(Nc1cccc(Cl)c1)c1csc(-c2ccccc2)n1
#19 O=C(c1cc(-c2ccncc2)nc2ccccc12)N1CCN(S(=O)(=O)/C=C/c2ccccc2)CC1
#20 COc1cc(NC(=O)c2ccc(S(=O)(=O)N(C)C)cc2)cc(OC)c1OC
#21 NC(=O)c1c(NC(=O)c2c(F)cccc2F)sc2c1CCN(Cc1ccccc1)C2
#22 CCC(=O)N(C)CCc1cc2c(c(OC)c1/C=N/NC(=O)[C@H]1C[C@@H]1c1ccccc1)OCO2
#23 CC1CCCCN1CCCNC(=O)CCCN1C(=O)c2cccnc2Sc2ccccc21 (stereo unspecified)
#24 CCC(=O)NNc1nc2c(C)cccc2s1
Compound	17	18	19	20	21	22	23	24
PLK1 PBD inh	4%	-3%	2%&-13%	0%	8%	-6%	-1%	-6%
GLP-1R inv ag	1%	0%	?	-7%	3%	?	3%	-17%
HEK293 tox	1%	-10%	-14%	-2%	18%	-10%	4%	3%
DRD3 antagonist	15	-23	21	9	5	-5	-8	5
PI5P4K alpha inh	-1	nt	-7	nt	-8	-1	-1	0
GLP1R ag	1%	5%	-2%	-2%	7%	23%	-2%	-2%
IL-2 act	7.1	-2.9	-0.2	-0.2	-1.0	-0.8	-3.0	-0.3
D3 ag	-25	-2	3	-2	-2	-9	-1	16
WRN helicase inh	-1%[57.1 µM]	-3%	8%	-5%	5%	14%	2%	-7%

#25 Cc1ccc(-n2ccc(=O)c(C(=O)Nc3ccc(S(=O)(=O)Nc4nccs4)cc3)n2)cc1
#26 Cc1ccc(C)c(CC(=O)N2CCCCC2c2cc(C(=O)Nc3cccc(C#N)c3)no2)c1 (stereo unspecified)
#27 O=S1(=O)NC(=NCc2ccco2)c2ccccc21
#28 O=C1N=C(c2ccccc2)C(c2ccccc2)N1 (stereo unspecified)
#29 O=C(Nc1cccc(C(F)(F)F)c1)OCc1ccncc1
#30 O=C(O)C#Cc1cccc2ccccc12
#31 O=C(NCCN1CCOCC1)c1ccc(CS(=O)(=O)c2ccc(Br)cc2)o1
#32 COc1ccc(/C=N/NC(=O)CN(CCc2ccccc2)S(=O)(=O)c2ccc(NC(C)=O)cc2)cc1OC
Compound	25	26	27	28	29	30	31	32
PLK1 PBD inh	-3%	-6%	-13%	-6%	1%	-5%	-9%	1%
GLP-1R inv ag	3%	?	13%	0%	?	0%	14%	93%[activator]
HEK293 tox	-7%	-15%	9%	2%	-10%	-9%	0%	-7%
DRD3 antagonist	0	0	-24	-26	-2	-16	-15	-9
PI5P4K alpha inh	-25	0	nt	-3	-2	4	-1	4
GLP1R ag	2%	9%	-6%	-3%	?	-1%	-4%	-1%
IL-2 act	-0.1	-0.5	0.2	-0.1	-2.8	-0.6	-0.4	-2.0
D3 ag	14	-18	-9	-2	-6	-6	3	3
WRN helicase inh	?	2%	-12%	3%	-7%	-8%	-3%	-17%

Some entries already given, reduced to DRD3 antagonist.
cpd | molecule | DRD3 antagonist
26 | Cc1ccc(C)c(CC(=O)N2CCCCC2c2cc(C(=O)Nc3cccc(C#N)c3)no2)c1 (stereo unspecified) | 0
27 | O=S1(=O)NC(=NCc2ccco2)c2ccccc21 | -24
28 | O=C1N=C(c2ccccc2)C(c2ccccc2)N1 (stereo unspecified) | -26
29 | O=C(Nc1cccc(C(F)(F)F)c1)OCc1ccncc1 | -2

(more compounds)
#33 Cc1ccc(NC(=O)NC(=S)NC(=O)c2ccccc2)cc1
#34 CCOc1cc(S(=O)(=O)NC2CCCCCC2)ccc1F
#35 COc1ccc(Cl)cc1NC(=O)CN(C)CC(=O)Nc1ccc(S(N)(=O)=O)cc1
#36 O=C(CCCC(=O)NCC1CCCO1)NCC1CCCO1 (stereo unspecified)
#37 O=C(O)c1cc2ccc3cccc4ccc(c1)c2c34
#38 COc1ccc(Cn2cc(CN3CC(N4CCCC4)CS3(=O)=O)nn2)cc1 (stereo unspecified)
#39 O=C(CSc1nnc(-c2cccnc2)o1)OC1CCCCC1
#40 COc1ccc(-c2nc(C)c(CCNC(=O)C(=O)Nc3ccccc3C#N)s2)cc1OC
Compound	33	34	35	36	37	38	39	40
PLK1 PBD inh	-6%	0%	-3%	0%	-10%	-3%	-13%	nt
GLP-1R inv ag	?	?	?	-4%	5%	2%	18%	1%
HEK293 tox	?	-13%	-3%	7%	-18%	-5%	-2%	-13%
DRD3 antagonist	7	-24	5	0	18	22	7	nt
PI5P4K alpha inh	13	2	2	4	1	4	0	nt
GLP1R ag	-7%	1%	16%	-10%	0%	2%	2%	3%
IL-2 act	-1.4	-0.1	1.3	-0.5	-1.0	0.0	-0.2	nt
D3 ag	11	1	1	-4	2	-4	2	5
WRN helicase inh	7%	-10%	4%	0%	5%	-6%	-4%	nt

#41 Cc1cc(-c2nc3ncccc3o2)ccc1NC(=O)CC(C)C
#42 CCOC(=O)C1=CCN(S(=O)(=O)c2ccccc2C)C1c1cccc(Cl)c1 (stereo unspecified)
#43 COc1ccc(C2OC(=O)c3ccccc3S2)cc1 (stereo unspecified)
#44 CS/C(=C\[N+](=O)[O-])Nc1ccc(Cl)cc1
#45 O=S(=O)(c1ccccc1)N1CCN(S(=O)(=O)c2ccccc2)C1
#46 COc1ccc(N(CC(=O)N2c3ccccc3CC2C)S(=O)(=O)c2c(C)nn(C)c2C)cc1 (stereo unspecified)
#47 CCCCOc1ccc(NC(=O)c2cc(F)c(F)cc2Cl)cc1
Compound	41	42	43	44	45	46	47
PLK1 PBD inh	-9%	-2%	3%	-1%	-2%	1%	-6%
GLP-1R inv ag	11%	?	-5%	-17%	-6%	-14%	-18%
HEK293 tox	6%	-2%	-20%	-12%	8%	3%	2%
DRD3 antagonist	-14	-8	10	-84*	-19	15	-13
PI5P4K alpha inh	-4	7	nt	5	2	4	10
GLP1R ag	3%	nt	-2%	3%	-2%	22%	0%
IL-2 act	-2.9	-0.4	-3.1	-0.5	4.2	-1.9	-0.6
D3 ag	-3	-3	-3	-16	1	-3	8
WRN helicase inh	-15%	-4%	-4%	-22%	-3%	9%	3%
